From PubChem
PPC-1+TRAIL kill – PPC-1 cancer cell killing with TRAIL present. cell killing (% activity), % at 4 µM. 220,000 tested, 0.41% active. PPC-1 cells + TRAIL, ATPLite viability luminescence;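 active = cell killing above 50% in the first pass at 4 µM, then a duplicate retest at 5 µM averaging 50% or more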;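 note: plate controls were cells with TRAIL plus DMSO for no effect and medium-only wells lacking cells for full effect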
BaF3 tox – counter-screen for JAK2V617F inhibitors: parental Ba/F3 viability inhibitors; AID 1486; 220,000 tested, 1.1% active; inhibition, % at 5.6 µM; CellTiter-Glo ATP luminescence;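 active = inhibition above a per-campaign cutoff, the mean inhibition of all tested compounds plus 3 SD, cut at about 27% in these data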;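 note: 0% = DMSO wells and 100% = JAK Inhibitor I control wells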
p97 ATPase inh – human p97 ATPase inhibition; P55072; recombinant p97 ATPase, Kinase-Glo ATP luminescence, 3 h; inhibition, % at 8 µM; 220,000 tested, 0.42% active; in the data active = inhibition above about 15%;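 note: 0% = DMSO vehicle and 100% = wells lacking enzyme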
p47phox inh – p47phox (human) inhibition; 220,000 tested, 0.53% active; inhibition, % at 24.7 µM; p47phox/p22phox peptide binding, fluorescence polarization, 2 h; AID 1274;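 active = inhibition above about 30%, limit read from the data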;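 note: 0% = p47phox with labelled peptide and 100% = labelled peptide alone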
Target sequence (P14598 whole entry, looked up): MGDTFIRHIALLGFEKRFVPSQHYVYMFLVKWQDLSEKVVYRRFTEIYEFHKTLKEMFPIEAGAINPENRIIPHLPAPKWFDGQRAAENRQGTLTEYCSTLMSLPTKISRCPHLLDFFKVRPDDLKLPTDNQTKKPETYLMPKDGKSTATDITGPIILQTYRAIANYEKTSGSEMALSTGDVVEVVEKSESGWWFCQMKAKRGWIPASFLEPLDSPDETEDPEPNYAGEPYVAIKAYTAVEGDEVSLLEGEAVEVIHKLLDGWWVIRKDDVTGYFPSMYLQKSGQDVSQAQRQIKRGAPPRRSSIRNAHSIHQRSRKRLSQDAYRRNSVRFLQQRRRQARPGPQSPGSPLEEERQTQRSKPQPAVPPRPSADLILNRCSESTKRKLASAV
Furin inhibitor – human furin inhibition | inhibition, % at 30 µM | 220,000 tested, 0.061% active | purified furin, fluorogenic substrate cleavage; in the data active = inhibition above about 25%; note: inactives centre near -15
TbHK1 inh – blocks Trypanosoma brucei hexokinase 1 activity; 220,000 tested, 0.11% active; inhibition, % at 10 µM; recombinant TbHK1, G6PDH-coupled NADH A340;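 active = inhibition of 50% or more in the single-dose primary screen; inactive = inhibition below 50%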
EP2 antag – blocks the human prostaglandin E2 receptor EP2. P43116. C6 glioma cells expressing human EP2, cAMP TR-FRET; cells stimulated with saturating PGE2. inhibition, % at 25 µM. 260,000 tested, 0.52% active. AID 1422;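 active = percent inhibition above 40 after rounding to a whole number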;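 note: rat C6 glioma host cells with rolipram phosphodiesterase inhibitor present; the protocol text gives 20 µM as final concentration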
Target sequence (P43116 whole entry, looked up): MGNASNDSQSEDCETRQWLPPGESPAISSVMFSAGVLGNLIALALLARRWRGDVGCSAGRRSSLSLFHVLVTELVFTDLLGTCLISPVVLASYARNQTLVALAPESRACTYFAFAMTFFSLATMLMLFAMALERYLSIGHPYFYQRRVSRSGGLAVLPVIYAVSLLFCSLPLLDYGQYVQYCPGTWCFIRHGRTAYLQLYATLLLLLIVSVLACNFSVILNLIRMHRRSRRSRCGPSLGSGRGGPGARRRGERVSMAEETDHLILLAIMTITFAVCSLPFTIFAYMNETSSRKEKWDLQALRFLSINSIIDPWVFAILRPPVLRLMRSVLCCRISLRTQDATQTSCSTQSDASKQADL
Ba/F3 V617F tox – lowers viability of Ba/F3 cells expressing EpoR and JAK2V617F | ATP luminescence | inhibition, % at 5.6 µM | 220,000 tested, 1.1% active | AID 1446;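 active = inhibition above the campaign mean plus 3 SD over all tested compounds, cut at about 24% in these data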;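 note: cytokine-independent growth of Ba/F3 cells driven by EpoR plus mutant JAK2; 0% = DMSO-treated cells and 100% = JAK inhibitor I control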
RBBP9 inh – inhibitors of human serine hydrolase RBBP9; O75884; recombinant RBBP9, FP-Rh probe fluorescence polarization; inhibition, % at 7.94 µM; 220,000 tested, 0.2% active; AID 1515;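 active = inhibition above the campaign mean of all tested compounds plus 3 SD, cut at about 14% in these data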;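 note: plate controls were DMSO wells with RBBP9 for no effect and wells lacking RBBP9 protein for full effect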
Target sequence (O75884 whole entry, looked up): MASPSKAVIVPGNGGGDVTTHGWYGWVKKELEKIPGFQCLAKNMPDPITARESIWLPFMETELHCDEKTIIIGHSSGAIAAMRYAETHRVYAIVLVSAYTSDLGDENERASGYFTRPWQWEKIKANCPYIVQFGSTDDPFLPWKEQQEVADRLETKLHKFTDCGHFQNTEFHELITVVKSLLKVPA
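Measured by – fluorescence polarization · Test system – RBBP9 protein · Input – 2.5 µM RBBP9 dispensing solution, before mixing · Measure – percent inhibition from mP, scaled between DMSO and no-protein wells · Benchmarks – DMSO-treated enzyme wells and wells lacking RBBP9 · Times – preincubation 30 min plus labeling 45 min at 25 °C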
Numbers without * were called inactive; x = no result given; & = joins results of further samples; [ ] = dose if it differs, or a comment. A portion of the library, so the mix of outcomes need not match the whole.

Abbreviations – A = PPC-1+TRAIL kill; B = BaF3 tox; C = p97 ATPase inh; D = p47phox inh; E = Furin inhibitor; F = TbHK1 inh; G = EP2 antag; H = Ba/F3 V617F tox; I = RBBP9 inh
CCOc1ccc(NC(=O)Nc2ccccc2C(N)=O)cc1
  A: -11	B: 3	C: -21	D: -37	E: -25	F: -5	G: 8	H: -3	I: -12

CCCCn1c(SCC(=O)N2CCCCC2C)nc2cc(S(N)(=O)=O)ccc21 (stereo unspecified)
  A: -11	B: 1	C: -2	D: -3	E: -15[20 µM]	F: 2	G: 11	H: 5	I: -2

S=C(Nc1ccccc1Cl)N(Cc1ccccc1)Cc1ccccn1
  A: 2	B: 11	C: -1	D: 1	E: -18	F: -3	G: 3	H: 1	I: 0

O=S(=O)(Nc1ccc(Cc2ccncc2)cc1)c1ccc(Cl)c(Cl)c1
  A: 15	B: 1	C: 1	D: -10	E: -20[20 µM]	F: 1	G: 9	H: -3	I: -10

COc1ccc(-n2cnc3ccccc32)cc1
  A: 6	B: 0	C: 0	D: -4	E: -20[20 µM]	F: -7	G: 10	H: -2	I: 5

CCOc1ccc(S(=O)(=O)N(CC(N)=O)c2ccc(C)cc2)cc1
  A: 12	B: 2	C: 2	D: -2	E: -15[20 µM]	F: -1	G: 15	H: -1	I: -2

C/C=C/c1ccccc1OCc1ccc(C(=O)O)o1
  A: 5	B: 3	C: 0	D: 1	E: -22[20 µM]	F: 0	G: 16	H: -2	I: 7

O=c1cc(-c2cccc(Cl)c2)oc2cccc(O)c12
  A: -1	B: x	C: x	D: -1	E: -29	F: -11	G: 7	H: x	I: x

CC(=O)[C@@H]1[C@@H](C)N(Cc2ccccc2)C(=O)N[C@H]1c1cccc(C(F)(F)F)c1
  A: -6	B: x	C: x	D: -1	E: -24	F: 0	G: 8	H: x	I: x

Cc1sc(NC(=O)CN2CCOCC2)nc1-c1ccc2c(c1)CCN2S(=O)(=O)c1ccccc1
  A: -1	B: 9	C: 4	D: -29	E: -19[20 µM]	F: -23	G: 25	H: -1	I: 2

Cc1cc(C)c2cc(C#N)c(N3CCCN(S(=O)(=O)c4ccccc4)CC3)nc2c1
  A: x	B: 1	C: 1	D: x	E: -10[20 µM]	F: -2	G: 6&8	H: -3	I: -5

CC(OC(=O)/C=C/c1ccco1)C(=O)Nc1cccc([N+](=O)[O-])c1 (stereo unspecified)
  A: 15	B: 5	C: -8	D: 1	E: -9	F: -6	G: 8	H: 2	I: -4

O=S(=O)(/C=C/c1ccccc1)N1CCN(Cc2ccc3c(c2)OCO3)CC1
  A: 5	B: -2	C: -3	D: -3	E: -19	F: 3	G: 5	H: -1	I: -2

O=C(COC(=O)CC1c2ccccc2CCN1S(=O)(=O)c1ccccc1)Nc1ccccc1 (stereo unspecified)
  A: 17	B: 1	C: 2	D: -12	E: -18	F: 0	G: 3	H: -5	I: -1

COc1cc(CNc2ccccc2SC)cc(OC)c1OC
  A: -4	B: 0	C: 2	D: -15	E: -13[20 µM]	F: 0	G: 10	H: -4	I: 4

O=S(=O)(c1ccc(N2CCCC2)nc1)N1CCCC1
  A: 6	B: 5	C: -2	D: -14	E: -11	F: -5	G: 5	H: 4	I: -3

CN1CCN(c2ccc(NC(=O)c3ccccc3Br)cc2)CC1
  A: -1	B: 4	C: -3	D: -5	E: -11[20 µM]	F: 3	G: 15	H: 1	I: -8

COc1ccc(OC)c2[nH]c(=O)c(CCNC(=O)C3CCCCC3)cc12
  A: 14	B: -1	C: 0	D: -3	E: -7	F: -1	G: 21	H: -4	I: -7

O=C(C[n+]1ccccc1)Nc1cc(C(F)(F)F)ccc1Cl
  A: -3	B: 6	C: 1	D: 6	E: 1	F: 4	G: 15&6	H: 2	I: -6

COC(=O)NNC(=O)c1ccccc1C
  A: -9	B: 6	C: 0	D: -7	E: -10[20 µM]	F: 1	G: 13	H: 1	I: 0

Cc1cccc(C(=O)OCc2cnc(Cl)s2)c1
  A: 3	B: 1	C: -2	D: 1	E: -3[20 µM]	F: 0	G: -2	H: -1	I: -7

O=C(OCC1OC2C(Oc3nc(=O)ccn32)C1O)c1ccccc1 (stereo unspecified)
  A: 10	B: 1	C: -1	D: 0	E: -24	F: -1	G: 7	H: 0	I: -9

O=C(Nc1ccccc1O)c1ccc(Cl)cc1
  A: 4	B: 5	C: -9	D: -5	E: 2	F: -2	G: 8	H: 1	I: -5

COc1cc(C(=O)Oc2cccc(C)c2)cc(OC)c1OC
  A: -4	B: 1	C: -3	D: -21	E: -24[20 µM]	F: -3	G: 6	H: 1	I: -8

O=C(CCC1N=C2c3ccccc3N=C(SCc3cccc(Cl)c3)N2C1=O)NCc1ccco1 (stereo unspecified)
  A: 10	B: 9	C: -7	D: -4	E: 9	F: -1	G: 10	H: 3	I: -22

(list continues)
Abbreviations – A = PPC-1+TRAIL kill; B = BaF3 tox; C = p97 ATPase inh; D = p47phox inh; E = Furin inhibitor; F = TbHK1 inh; G = EP2 antag; H = Ba/F3 V617F tox; I = RBBP9 inh
Cc1cccc(C)c1OCC(O)Cn1nnc2ccccc21 (stereo unspecified)
  A: 13	B: 4	C: -6	D: -9	E: -16[20 µM]	F: 2	G: 5	H: 3	I: -9

Cc1nn(C(C)C(=O)NCc2cccs2)c(C)c1[N+](=O)[O-] (stereo unspecified)
  A: 12	B: 3	C: -1	D: -1	E: -16	F: -11	G: 9	H: 0	I: -2

Cc1cccnc1NC(N)=S
  A: 4	B: 7	C: 1	D: -8	E: -40	F: 1	G: 8	H: 1	I: -5

Cc1cccc(C(=O)Nc2ccccc2SCC(=O)Nc2ccc(C)c(Cl)c2)c1
  A: 12	B: 5	C: 5	D: 1	E: -29	F: -3	G: 3	H: -2	I: -2

COC(=O)c1cc2sccc2n1Cc1nc(-c2ccc(OC)cc2)oc1C
  A: -1	B: 5	C: 4	D: -23	E: -16	F: 0	G: 8	H: 1	I: -9

CCc1onc(C)c1C(=O)Nc1ccc2c(c1)OCO2
  A: -5	B: 4	C: 0	D: -12	E: -32	F: 0	G: 7	H: 2	I: -7

CN(c1cc(=O)n2ccccc2n1)C1CCCCC1
  A: -16	B: 4	C: 4	D: 4	E: -24	F: 1	G: 11	H: 3	I: -2

CC1Cc2ccccc2N1S(=O)(=O)c1ccc2c(c1)n(C)c(=O)c(=O)n2C (stereo unspecified)
  A: -14	B: 2	C: 2	D: 0	E: -27[20 µM]	F: -2	G: 7	H: -2	I: -5

CCOC(=O)CC1C(=O)NCCN1Cc1cccc(C(F)(F)F)c1 (stereo unspecified)
  A: 8	B: 0	C: -6	D: 1	E: -26	F: -9	G: 7	H: 1	I: -4

Cc1c(NC(=O)C(C)OC(=O)C23CC4CC(CC(Br)(C4)C2)C3)c(=O)n(-c2ccccc2)n1C (stereo unspecified)
  A: 18	B: 6	C: 2	D: -5	E: -27	F: -2	G: 9	H: -1	I: -7

C/C(=N/NC(=O)CNC(=O)c1ccccc1)c1ccc(C)cc1
  A: 11	B: 6	C: 8	D: -5	E: -18	F: 0	G: 10	H: 3	I: -5

CC(=O)C1C(c2ccc(OC(F)F)cc2)NC(=O)NC1(O)C(F)(F)F (stereo unspecified)
  A: 1	B: 6	C: 0	D: 0	E: -20	F: -2	G: 10	H: 2	I: 5

Cc1cc2ncn(C(=O)N3CCC(C)CC3)c2cc1C
  A: 17	B: 2	C: -3	D: 4	E: -15[20 µM]	F: 4	G: 12	H: -6	I: -7

CCN(CC)C(=O)CSc1nc2c(sc(=S)n2-c2ccccc2)c(=O)[nH]1
  A: 0	B: 1	C: -7	D: -2	E: -1	F: -16	G: 5	H: 4	I: -9

CN(C)c1ccc(C2C3C(=O)N(c4ccc(C(=O)O)cc4)C(=O)C3ON2c2ccccc2)cc1 (stereo unspecified)
  A: 10	B: 0	C: 1	D: -8	E: -28	F: -2	G: 12	H: -1	I: -2

CC12CNCC(C)(CN(C3(O)C(=O)Nc4ccc(Br)cc43)C1)C2=O (stereo unspecified)
  A: 8	B: 5	C: -1	D: -14	E: -12	F: -10	G: 2	H: -4	I: 4

CCn1c2c(c(C)cc1=O)C(=O)CC(C)(C)C2
  A: 20	B: 6	C: 2	D: -1	E: -12	F: 1	G: 9	H: -1	I: 3

CC(=O)c1cccc(N(C(=O)CS(=O)CC(=O)Nc2ccc(F)cc2)C(C(=O)NC2CCCCC2)c2ccc(C)o2)c1 (stereo unspecified)
  A: 4	B: 6	C: 4	D: -7	E: -27	F: 24	G: 10	H: -2	I: -5

COc1ccc(/C=N/NC(=O)c2ccc3c(c2)OCCO3)cc1[N+](=O)[O-]
  A: 16	B: 4	C: 1	D: 13	E: -10	F: -9	G: 7	H: -4	I: -4

COc1ccccc1C(=O)Oc1ccc(C(C)C)cc1
  A: 7	B: 4	C: 3	D: 0	E: -17[20 µM]	F: -3	G: 8	H: -2	I: -3

S=C(NCc1ccccc1)Nc1cccc(Cl)c1
  A: -27	B: -1	C: 1	D: -8	E: -23	F: -4	G: 6	H: -2	I: -5

O=C(CC1C(=O)NCCN1Cc1ccccc1C(F)(F)F)NCCn1cccn1 (stereo unspecified)
  A: -5	B: 4	C: -3	D: -1	E: -10	F: 2	G: 9	H: 1	I: -13

Cc1ccc(S(=O)(=O)N(C)C)cc1-n1c(SCC(=O)N(C)C)nc2ccccc2c1=O
  A: -7	B: 9	C: -3	D: -9	E: -10	F: 5	G: 10	H: 7	I: -3

COc1ccc(C)cc1NC(=O)CSc1nnc(-c2ccc(Br)cc2)o1
  A: 31	B: 7	C: -5	D: -26	E: -22[20 µM]	F: 0	G: 6	H: 4	I: -6

C[C@]12CC[C@@H]3c4ccc(O)cc4CC[C@H]3[C@@H]1CC[C@@H]2OC(=O)CCC(=O)O
  A: -2	B: -2	C: 2	D: -3	E: -2	F: 3	G: 15	H: -1	I: -4

CC(=O)OC(COC1C[C@@H]2CC[C@@]1(C)C2(C)C)C[N+]1(C)CCCCC1 (stereo partly specified)
  A: 7	B: 39*	C: -2	D: -14	E: -19	F: 1	G: 11	H: 1	I: -6

O=C(NCCSc1ccc(Cl)cc1)c1ccc(CN2CCOCC2)cc1
  A: 12	B: 6	C: -5	D: 0	E: -21	F: -3	G: 5	H: 1	I: -4

CN1CCN(CC(O)c2ccccc2)CC1 (stereo unspecified)
  A: 23	B: 4	C: 5	D: -11	E: -19[20 µM]	F: 5	G: 9	H: -1	I: 1

Some of these compounds in order of heavy-atom count, largest number first:
Abbreviations – A = PPC-1+TRAIL kill; B = BaF3 tox; C = p97 ATPase inh; D = p47phox inh; E = Furin inhibitor; F = TbHK1 inh; G = EP2 antag; H = Ba/F3 V617F tox; I = RBBP9 inh
Cc1nn(C(C)C(=O)NCc2cccs2)c(C)c1[N+](=O)[O-] (stereo unspecified)
  A: 12	B: 3	C: -1	D: -1	E: -16	F: -11	G: 9	H: 0	I: -2

CN(c1cc(=O)n2ccccc2n1)C1CCCCC1
  A: -16	B: 4	C: 4	D: 4	E: -24	F: 1	G: 11	H: 3	I: -2

Cc1cccnc1NC(N)=S
  A: 4	B: 7	C: 1	D: -8	E: -40	F: 1	G: 8	H: 1	I: -5
